CHO-K1 Ca antag: M1 antagonist counterscreen hit in parental CHO-K1 cells; ATP-induced calcium, Fluo-8 fluorescence; inhibition, % at 3 µM; 360,000 compounds, 0.6% hits; AID 602250;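 active = inhibition above a per-plate cutoff, the plate's mean sample inhibition plus 3 SD, cut at about 24% in these data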;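 note: 0% = DMSO plus EC80 ATP and 100% = DMSO alone without ATP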
CHO parental Ca: ATP-evoked calcium signal inhibitors, parental CHO, primary screen, counter-screen for OX1R antagonist project, cell-based, fluorescence, Fluo-8 calcium dye; parental CHO-K1, ATP-induced calcium, Fluo-8 fluorescence; inhibition, % at 5.6 µM; 330,000 compounds, 0.63% hits; AID 463079, 2010;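 active = inhibition above that plate's mean sample inhibition plus 3 SD, cut at about 26% in these data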;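 note: 0% = ATP-challenged DMSO wells and 100% = DMSO wells without ATP; some compounds past the cut are filed as inactive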
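test system = CHO parental line | reagent = ATP stimulus | measured by = intracellular calcium via Fluo-8 no-wash fluorescent dye | control set = ATP and no-ATP DMSO wells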
CHRM1 agonist: human M1 muscarinic receptor agonists, primary screen, Fluo-8 calcium fluorescence, CHO-K1 cells, HTS. Muscarinic acetylcholine receptor M1 (Homo sapiens), P11229. CHO-K1 hM1, agonist mode; 0% DMSO, 100% acetylcholine EC100. activation, % at 3 µM. 360,000 compounds, 0.33% hits;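 active = activation above the run's mean compound activation plus 3 SD, cut at about 16% in these data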;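 note: peak over basal fluorescence ratio within a 140 s kinetic read after compound addition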
Target sequence (P11229 whole entry, looked up): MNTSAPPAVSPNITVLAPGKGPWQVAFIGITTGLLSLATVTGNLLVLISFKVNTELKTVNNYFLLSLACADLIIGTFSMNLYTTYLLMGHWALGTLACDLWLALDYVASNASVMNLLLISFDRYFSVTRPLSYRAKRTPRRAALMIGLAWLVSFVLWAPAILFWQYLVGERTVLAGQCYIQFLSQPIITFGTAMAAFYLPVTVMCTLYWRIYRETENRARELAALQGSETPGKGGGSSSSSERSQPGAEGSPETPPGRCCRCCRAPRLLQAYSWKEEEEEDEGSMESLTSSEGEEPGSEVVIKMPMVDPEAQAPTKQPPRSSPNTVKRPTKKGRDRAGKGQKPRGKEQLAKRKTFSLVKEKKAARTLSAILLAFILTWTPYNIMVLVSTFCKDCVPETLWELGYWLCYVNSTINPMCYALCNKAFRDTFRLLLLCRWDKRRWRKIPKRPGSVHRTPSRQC
TAAR1 antag: human TAAR1 antagonists, primary screen, Fluo-8 calcium fluorescence, CHO RD-HGA16 cells; antagonist; inhibition, % at 3 µM; 360,000 compounds, 1.5% hits;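 active = inhibition above a per-plate cutoff, the mean inhibition of test compounds on that plate plus 3 SD, cut at about 49% in these data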;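 note: 0% = DMSO plus EC80 beta-PEA response and 100% = DMSO alone without agonist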
Target sequence (Q96RJ0 whole entry, looked up): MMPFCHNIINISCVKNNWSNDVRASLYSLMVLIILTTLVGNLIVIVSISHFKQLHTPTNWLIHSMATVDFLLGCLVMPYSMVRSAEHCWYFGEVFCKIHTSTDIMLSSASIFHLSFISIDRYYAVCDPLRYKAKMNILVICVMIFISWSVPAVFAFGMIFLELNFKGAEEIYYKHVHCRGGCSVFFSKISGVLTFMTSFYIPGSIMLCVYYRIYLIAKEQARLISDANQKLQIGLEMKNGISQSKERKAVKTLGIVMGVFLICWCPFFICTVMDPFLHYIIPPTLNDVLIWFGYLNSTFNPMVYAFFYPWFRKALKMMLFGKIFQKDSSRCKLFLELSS
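Material: CHO RD-HGA16 cells bearing hTAAR1; compound dosing: one-point dosing, 3 µM nominal final; schedule: dye loading 75 min at 37 °C, then 30 min room temperature; measured by: calcium fluorescence with Fluo-8; control set: vehicle and agonist controls; replication: n of 1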
M1 PAM parental: nonselective calcium activators in parental CHO-K1 cells, primary screen, counter-screen for M1 PAM project, cell-based, Fluo-8 calcium fluorescence, full deck, 1536-well. ATP EC20; 0% at ATP EC20, 100% at ATP max. activation, % at 3 µM. 360,000 compounds, 0.02% hits. AID 602247, 2012;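 active = activation above the run cutoff, the mean activation of all test compounds plus 3 SD, cut at about 40% in these data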;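 note: peak over basal fluorescence ratio in a 140 s read after ATP addition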
M1 antag: human M1 muscarinic receptor antagonists, primary screen, CHO-K1 cells, Fluo-8 calcium fluorescence, 1536-well; CHO-K1 hM1, ACh EC80 antagonist; inhibition, % at 3 µM; 360,000 compounds, 1.3% hits; AID 588852, 2011;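 active = percent inhibition above its own plate's cutoff, namely the mean of that plate's compound wells plus 3 SD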;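 note: peak over basal fluorescence ratio during 140 s after agonist addition; 0% = ACh EC80 plus DMSO and 100% = DMSO alone without agonist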
OXTR potentiate: human OXTR potentiators, primary screen, fluorescence, CHO-OTR cells, Fluo-8 calcium. Fluo-8 calcium fluorescence, potentiator mode; 0% = oxytocin EC15, 100% = EC100. 320,000 compounds, 0.061% hits. activation, % at 3 µM;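 active = activation above that plate's cutoff, the mean activation of tested compounds plus 3 SD, cut at about 6.6% in these data, passing the limit was not always enough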;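 note: 100% uses oxytocin at 75 nM as the full agonist control; some results filed as inactive read as strong as hits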
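Assay system: CHO cell line stably expressing human OTR. Reagent: EC15 oxytocin agonist. Dosing: single dose, 3.0 µM nominal final compound concentration. Timing: compound 6 min at room temperature before oxytocin, 100 s read. Signal: kinetic Fluo-8 calcium fluorescence. Controls: oxytocin EC15 low and EC100 high.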
M1 ag parental: counter-screen for M1 agonists: effect in parental CHO-K1 cells. AID 602248, 2012. activation, % at 3 µM. 360,000 compounds, 0.48% hits. Fluo-8 calcium fluorescence; scaled to maximal ATP response, vehicle zero; in the data active = activation above about 15%;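 note: untransfected CHO-K1 host cells lacking M1 receptor as counterscreen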
TAAR1 agonist: human TAAR1 agonists, primary screen, Fluo-8 calcium fluorescence, CHO RD-HGA16 cells | vehicle wells 0%, saturating PEA agonist 100% | activation, % at 3 µM | 360,000 compounds, 0.99% hits | AID 624467, 2012;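 active = activation above the mean activation of all test compounds in the run plus 3 SD, cut at about 38% in these data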
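System: CHO-derived RD-HGA16 cells with stable Gα16 and human TAAR1. Times: 17-24 h plating, Fluo-8 75 min 37 °C, 30 min RT. Measured by: calcium-sensitive Fluo-8 signal, excitation 470-495, emission 515-575 nm. Read-out basis: % activation relative to PEA EC100 response. Control set: DMSO and PEA EC100. Repeats: no replicates (n 1).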
Starred values were filed as active, the others as inactive; . = not tested or not shown.

Fields – CHO-K1 Ca antag | CHO parental Ca | CHRM1 agonist | TAAR1 antag | M1 PAM parental | M1 antag | OXTR potentiate | M1 ag parental | TAAR1 agonist
CC(=O)Nc1ccc(S(=O)(=O)N2CCN(CCC#N)CC2)cc1
  4.2 | -2.8 | -3.2 | 16.3 | 3.9 | -5.8 | -4.5 | 0.0 | 0.2
COC(=O)C(NC(C)=O)(Nc1sc2c(c1C(N)=O)CCCC2)C(F)(F)F (stereo not drawn)
  -13.2 | -13.3 | 3.3 | 2.7 | 2.6 | -26.7 | -6.6 | -0.4 | 0.6
O=C(CCCn1c(=O)[nH]c2cc(Cl)ccc2c1=O)NCCCN1CCCC1=O
  -17.4 | 6.8 | -3.9 | -3.0 | 17.9 | -0.6 | -9.6 | 0.4 | 17.4
Cc1nnc(SC(C)C(=O)Nc2ncc(Cl)cc2Cl)n1Cc1ccccc1 (stereo not drawn)
  -1.6 | -20.7 | -3.4 | 13.6 | 5.4 | -2.3 | 3.8 | 0.0 | 3.8
Cc1ccc(-c2nnn(CC(=O)N(Cc3ccco3)C(C(=O)NC(C)(C)C)c3ccncc3)n2)o1 (stereo not drawn)
  3.4 | -6.1 | -6.9 | 5.1 | 1.3 | 3.9 | 4.2 | -0.4 | 4.4
COC(=O)c1ccc2nc(-c3cccc(Br)c3)c(CC3CCCCC3)n2c1
  10.9 | . | . | -6.1 | 12.6 | . | . | 12.2 | -0.8
CCc1ccc(CN2CCC(n3nccc3NC(=O)c3ccccc3)CC2)o1
  9.7 | -20.2 | -4.3 | -25.1 | -2.4 | -1.8 | -2.5 | 0.3 | 1.4
Cc1ccc(-c2nc(Nc3ccc(O)cc3)c3ccccc3n2)cc1
  -8.8 | 3.3 | -3.1 | 26.3 | 2.0 | -9.0 | -7.9 | 0.4 | 2.4
CC(=O)Nc1ccc(OCC(=O)Nc2ccc(Cl)c(S(=O)(=O)N3CCOCC3)c2)cc1
  11.9 | 29.0* | 4.3 | 44.8 | -8.0 | 36.8* | -7.1 | 11.5 | 13.6
Cc1ccc(C)c(S(=O)(=O)N2CCN(C(=O)c3sccc3C)CC2)c1
  -13.6 | -11.1 | -2.5 | -31.4 | 8.5 | -10.7 | -7.5 | 0.7 | 5.3
O=C(NC1CCCC1)C(c1ccc(Cl)cc1)N(C(=O)c1csnn1)C1CC1 (stereo not drawn)
  10.3 | -9.0 | -5.0 | -27.3 | -18.1 | 2.1 | -8.7 | 0.8 | 2.2
O=C(/C=C/c1ccccc1)Nc1ccc2c(c1)OCCO2
  7.6 | -10.0 | -7.7 | 17.0 | 5.8 | 6.3 | -1.0 | 9.1 | 1.5
CCCc1[nH]nc2c1C(/C(C)=C/c1ccccc1)C(C#N)=C(N)O2 (stereo not drawn)
  5.3 | -8.0 | -7.0 | 33.4 | -3.5 | 5.5 | 2.7 | -0.4 | 16.1
COC(=O)CSc1nc(NC(C)C)nc(N(C)C)n1
  -10.6 | 4.3 | -7.8 | -9.9 | 16.6 | -15.6 | -7.8 | 0.4 | -0.5
COc1ccc(S(=O)(=O)N(C)Cc2ccc3c(c2)OCCO3)cc1
  -12.6 | -8.9 | -3.9 | -7.2 | 0.1 | -3.6 | -2.7 | 1.2 | 2.3
COC(=O)C(Cc1cccc(C)n1)(c1ccccc1)c1ccccc1
  -5.3 | . | -7.6 | -13.9 | 11.2 | 0.1 | . | 0.2 | 19.8
CCCCN(C(=O)c1cccs1)c1c(N)n(Cc2ccccc2)c(=O)[nH]c1=O
  -6.9 | 9.6 | -3.2 | -26.5 | 12.8 | -4.4 | 9.9 | 1.0 | 0.7
Cc1c(NC(=O)C(C)Oc2ccccc2F)c(=O)n(-c2ccccc2)n1C (stereo not drawn)
  2.8 | 6.8 | -6.4 | -0.4 | 2.8 | 8.7 | -4.0 | -0.1 | 7.0
COc1ccc(NC(=O)CN(C)C(=O)c2cc(S(=O)(=O)N3CCCCCC3)ccc2OC)cc1
  -3.7 | -3.7 | -3.5 | -8.0 | 8.9 | -21.8 | -6.1 | 0.7 | 1.3
CCN1CCc2c(C#N)c(N3CCOCC3)nc(NCCO)c2C1
  -1.9 | 1.4 | -1.4 | 5.1 | -2.5 | -10.3 | -4.7 | -0.1 | 3.5
C=CCn1c2ccccc2c2nnc(SCC(N)=O)nc21
  -0.8 | -3.1 | -4.4 | -12.4 | -18.6 | -18.9 | -5.1 | 0.9 | 1.6
O=C(NC(Nc1ncccn1)C(=O)c1ccccc1)c1ccccc1 (stereo not drawn)
  -3.1 | -10.8 | 4.1 | 3.4 | 15.6 | -28.4 | 5.8 | 3.0 | 8.5
Cc1cn(C(C)C)c(=O)n(-c2ccccc2)c1=O
  -14.5 | . | -0.8 | -22.6 | 20.3 | -14.6 | . | 1.4 | 0.0
CN1CCN(/N=C/c2ccc(-c3ccccc3)cc2)CC1
  18.8 | 10.0 | -9.6 | 3.6 | -13.4 | -9.9 | -23.0 | 0.5 | 24.2
COc1ccc(C2CC(c3ccc(Br)cc3)=NN2C(=O)c2cccnc2)cc1 (stereo not drawn)
  -25.4 | -32.8 | -6.2 | -9.9 | 20.3 | -10.8 | -1.7 | -0.5 | 10.5
C=CCC(NCc1ccco1)c1ccc(OC)c(OC)c1 (stereo not drawn)
  -15.6 | -11.6 | -3.2 | -4.5 | 11.9 | -5.8 | -7.0 | 0.6 | 6.1
COc1ccc(/C(N)=N/OC(=O)c2cccs2)cc1
  -3.8 | -11.3 | -4.3 | -17.0 | 11.5 | -4.7 | 2.7 | 0.6 | 1.9
COc1ccc(-c2nc3c(Cl)cc(C(F)(F)F)cn3c2Cc2cccc(Cl)c2)cc1OC
  -8.5 | . | . | -27.6 | -13.2 | . | . | 1.3 | 0.2
CC(=O)C1=C(O)C(=O)N(Cc2ccccc2)C1c1cccs1 (stereo not drawn)
  -7.5 | -0.4 | -0.9 | -9.6 | 10.5 | -20.1 | -8.3 | -0.1 | 0.9
S=C(NCCN1CCOCC1)Nc1cccc(Cl)c1
  -8.3 | -10.9 | -1.5 | -16.2 | 5.7 | 7.5 | -4.3 | 3.1 | 0.7
C=CCSC1=N/C(=C\C=C\c2ccco2)C(=O)S1
  -5.0 | -9.9 | 2.1 | 6.7 | 12.0 | -14.3 | -19.2 | 0.4 | 4.9
COc1c(C(C)C)cc(NC(C)=O)cc1C(C)C
  -19.8 | -10.8 | -4.7 | -4.7 | 19.9 | -4.0 | -4.5 | 0.7 | 7.4
CCOC(=O)c1cc2c(ccn2C)n1CC(=O)N(C)C
  -21.6 | 19.9 | -4.8 | -16.4 | 20.2 | -10.7 | -10.0 | 1.1 | 13.8
O=C(Cn1cc([N+](=O)[O-])cn1)NCCc1c[nH]c2ccccc12
  -2.3 | 1.1 | 4.5 | 7.3 | -10.2 | 15.6 | -26.5 | 5.3 | 8.9
O=C1COc2ccc(C(=O)CSc3nc4ccccc4c(=O)n3-c3ccc(Cl)c(Cl)c3)cc2N1
  -14.4 | -34.5 | -3.4 | -8.0 | 14.5 | -4.1 | -14.6 | -0.1 | -0.6
Cc1cc(C)c2nc(SCC(=O)N3CC(=O)Nc4ccccc43)c(C#N)cc2c1
  -5.5 | -9.4 | -2.7 | 1.4 | 15.9 | -0.5 | -15.7 | 0.8 | 8.0
COc1ccc(OCCCC(=O)Nc2ncn[nH]2)cc1
  -10.4 | 0.1 | -3.9 | -10.2 | 21.8 | -2.1 | 2.1 | 0.0 | 3.2
O=C(COc1ccc(-n2cnnn2)cc1)Nc1cccc(Cl)c1Cl
  -7.1 | -11.3 | 1.4 | -16.9 | 12.9 | -2.5 | -1.6 | -0.3 | 5.2
CCCn1nnnc1-c1cc(Cl)cc(Cl)c1
  -7.5 | -8.1 | -4.7 | . | 17.9 | -9.6 | 0.0 | 0.1 | .
O=C1CC(N(Cc2ccc3c(c2)OCO3)C(=O)Nc2ccc(F)cc2)C(=O)N1c1ccccc1 (stereo not drawn)
  -6.8 | -11.9 | -0.5 | 22.8 | 12.1 | 4.7 | -2.9 | 6.8 | 8.8
CCOc1ccc2nc(SCC(=O)NCc3ccco3)sc2c1
  2.8 | -17.7 | -5.1 | -2.1 | 1.2 | -1.2 | -2.1 | 1.0 | 1.8
COc1ccc(-c2nn(-c3ccccc3)cc2CNC(=O)c2cccc([N+](=O)[O-])c2)cc1
  0.1 | -16.2 | -6.3 | 5.3 | -3.3 | 3.8 | -7.3 | 0.3 | 0.8
Cc1ccc([C@H]2C[C@H](O)[C@@H](n3cc(-c4ccc(F)cc4)nn3)CN2C(=O)C2CCCCC2)cc1
  -11.4 | . | -2.3 | -21.3 | 11.2 | -8.5 | . | 0.1 | 1.4
CCOC(=O)c1[nH]c(C)c(C(=O)OCC(=O)NC(C)c2ccc(F)cc2)c1C (stereo not drawn)
  -10.7 | -12.0 | -1.4 | 9.9 | 17.6 | -7.1 | -4.5 | 1.2 | 17.5
CC(OC(=O)c1nc(Cl)ccc1Cl)C(=O)Nc1ccccc1F (stereo not drawn)
  -6.8 | -6.5 | -4.1 | 4.6 | 1.1 | -3.1 | 2.2 | 1.0 | 3.8

High-throughput results from PubChem BioAssay.

No enrichment for hits; about 4.2% have a hit in one of these screens.
